Compound activity from PubChem BioAssay.
HP1b binding inh: HTS for Inhibitors of HP1-beta Chromodomain Interactions with Methylated Histone Tails. Chromobox protein homolog 1 (Homo sapiens), P83916. actives 0.56% (n = 390,000). AlphaScreen HP1-beta / biotin-H3K9me3 peptide binding. Potency, µM (titrated, usually from 114 µM), for the others: at the highest dose activity change, negative = inhibition, most hits filed as inhibitors; note: potency is the fitted concentration of half-maximal effect; nearly all actives have a fitted effect of over 70% in size; inactives centre near 23
Target sequence (P83916 whole entry, looked up): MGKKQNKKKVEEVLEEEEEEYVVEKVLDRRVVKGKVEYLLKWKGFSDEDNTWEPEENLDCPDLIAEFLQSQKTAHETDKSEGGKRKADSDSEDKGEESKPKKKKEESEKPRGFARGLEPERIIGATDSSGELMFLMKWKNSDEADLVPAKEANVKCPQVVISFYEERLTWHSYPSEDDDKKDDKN
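HP1-beta protein (50 nM final) preincubated 30 min at room temperature with biotinylated H3(1-18)K9me3 peptide (50 nM) in PBS pH 7.4, 0.01% Tween-20, then compound added for 30 min. AlphaScreen streptavidin donor/nickel chelate acceptor beads (10 ug/mL final), 30 min dark, luminescence read.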
PGK inhibitor: qHTS Assay to Find Inhibitors of Phosphoglycerate Kinase. PGK/GAPDH coupled, Kinase-Glo luminescence, 60 min. actives 0.043% (n = 380,000). Phosphoglycerate kinase, glycosomal (Trypanosoma brucei brucei), P07378. Potency, µM (highest dose often 57.5 µM), for inactives: top-dose activity change, negative = inhibition, actives largely listed as inhibitors; note: potency is the fitted concentration of half-maximal effect; % is set by controls: 0 for no effect and ±100 for the full control effect; nearly all actives have a fitted effect of over 60% in size
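Recombinant glycosomal PGK reaction used 1,3-bisphosphoglycerate generated in-well by GAPDH (100nM final) in 100mM TEA pH 7.6, 5mM MgCl2, 0.01% Tween-20. After 60 minutes at room temperature, ATP was read by Kinase-Glo Plus luminescence end-point.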
PI4K2A inh: qHTS for small molecular inhibitors of PI4K2A; purified PI4K2A, ADP-Glo luminescence, 1 h; stronger effect = lower value; activity change, negative = inhibition, % at 76.9 µM; actives 0.13% (n = 420,000); AID 1346378, 2018; in the data active = activity change below about -50%; inconclusive = mostly about -30% to -49%;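 note: -100% = wells without enzyme as full effect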
Target sequence (Q9BTU6 whole entry, looked up): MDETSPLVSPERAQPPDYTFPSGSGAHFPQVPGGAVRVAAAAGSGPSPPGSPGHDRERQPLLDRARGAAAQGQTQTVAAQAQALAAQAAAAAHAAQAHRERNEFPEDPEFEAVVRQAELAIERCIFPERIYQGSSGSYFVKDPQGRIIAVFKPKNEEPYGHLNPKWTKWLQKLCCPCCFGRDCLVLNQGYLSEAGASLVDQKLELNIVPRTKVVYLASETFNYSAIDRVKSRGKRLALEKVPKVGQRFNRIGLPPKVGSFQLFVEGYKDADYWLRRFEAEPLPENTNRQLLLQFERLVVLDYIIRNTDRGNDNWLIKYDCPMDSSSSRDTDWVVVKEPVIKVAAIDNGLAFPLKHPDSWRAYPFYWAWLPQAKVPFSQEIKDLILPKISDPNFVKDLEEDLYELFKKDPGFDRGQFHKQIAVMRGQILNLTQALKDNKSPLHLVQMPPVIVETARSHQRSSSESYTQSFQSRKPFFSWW
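Compounds are screened against recombinant PI4K2A using PI as substrate and ATP, the latter dispensed at 300 microM. Reactions run one hour at ambient temperature before ADP-Glo detection; full inhibition defined by wells lacking enzyme.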
G9a inh: qHTS Assay for Inhibitors of Histone Lysine Methyltransferase G9a; Histone-lysine N-methyltransferase EHMT2 (Homo sapiens), Q96KQ7; G9a H3K9 monomethylation, AlphaScreen, 2 h; Potency, µM (highest dose often 102 µM), without a hit: at the highest dose activity, negative = inhibition, actives largely listed as inhibitors; actives 8.8% (n = 350,000); AID 504332, 2011; note: potency is the fitted concentration of half-maximal effect; % is set by controls: 0 for no effect and ±100 for the full control effect; nearly all actives have a fitted effect of over 75% in size
Target sequence (Q96KQ7 913-1193 limits assumed): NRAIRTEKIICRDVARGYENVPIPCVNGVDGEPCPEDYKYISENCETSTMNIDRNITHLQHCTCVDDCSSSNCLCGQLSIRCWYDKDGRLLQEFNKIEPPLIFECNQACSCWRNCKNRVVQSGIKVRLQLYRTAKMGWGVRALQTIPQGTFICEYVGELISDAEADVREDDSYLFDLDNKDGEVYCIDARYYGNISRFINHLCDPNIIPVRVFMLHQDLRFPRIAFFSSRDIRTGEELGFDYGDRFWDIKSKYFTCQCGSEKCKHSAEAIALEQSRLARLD
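Using a bead-based AlphaScreen, monomethylated H3K9 product from 2 h room-temperature reactions (G9a 20 nM, peptide 500 nM, SAM 20 uM) was detected with 0.5 ug/mL rabbit anti-H3K9me1 antibody.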
GLS inhibitor: qHTS for Inhibitors of Glutaminase (GLS). GLS enzymatic activity, qHTS titration. Potency, µM (highest dose often 45.5 µM), inactives show top-dose activity change, negative = inhibition, most hits filed as inhibitors. AID 624170, 2012. actives 0.21% (n = 410,000). Glutaminase kidney isoform, mitochondrial (Homo sapiens), O94925; note: potency is the fitted concentration of half-maximal effect; % is set by controls: 0 for no effect and ±100 for the full control effect
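Compounds were pin-transferred onto hKGA, after which L-glutamine (1 mM solution) and a detection mix of glutamate oxidase, HRP and Amplex Red were added. Initial and 30 min RT fluorescence reads were collected.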
Pin1 inhibitor: qHTS Assay to Find Inhibitors of Pin1; Pin1 FP peptide displacement, HiFluor488, 10 min; actives 0.009% (n = 390,000); AID 504891, 2011; Peptidyl-prolyl cis-trans isomerase NIMA-interacting 1 (Homo sapiens), Q13526; Potency, µM (highest dose often 115 µM), inactives show top-dose activity, negative = inhibition, most hits filed as inhibitors; active = well fitted inhibition curve with a large enough effect in the polarisation, with a control signal flat, not every such curve was filed as active; inconclusive = small, poorly fitted or top-dose-only effect, or effect the other way, or a change in a side signal; inactive = no such curve, though single readings can be large or run the other way; the % refers to the polarisation; note: potency is the fitted concentration of half-maximal effect; % is set by controls: 0 for no effect and ±100 for the full control effect
JMJD2A Tudor: qHTS Assay for Inhibitors of JMJD2A-Tudor Domain | Lysine-specific demethylase 4A (Homo sapiens), O75164 | AlphaScreen JMJD2A-Tudor / H3K4me3 peptide binding | Potency, µM (series often up to 114 µM), for inactives: at the top dose activity change, negative = inhibition, actives largely listed as inhibitors | actives 4.4% (n = 390,000); note: potency is the fitted concentration of half-maximal effect; % is set by controls: 0 for no effect and ±100 for the full control effect; nearly all actives have a fitted effect of over 50% in size
BAZ2B inh: qHTS Assay for Inhibitors of BAZ2B. Bromodomain adjacent to zinc finger domain protein 2B (Homo sapiens), Q9UIF8. AlphaScreen BAZ2B-H3K14Ac peptide displacement. Potency, µM (highest dose often 114 µM), inactives show at the highest dose activity change, negative = inhibition, usual class: inhibitors. actives 4.4% (n = 360,000); note: potency is the fitted concentration of half-maximal effect; % is set by controls: 0 for no effect and ±100 for the full control effect; nearly all actives have a fitted effect of over 60% in size
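BAZ2B 50 nM plus b-H3(5-23)K14Ac 50 nM, PBS pH 7.4/0.01% Tween-20, 30 min RT; compound added (max 110 uM), 30 min RT; streptavidin donor/Ni-chelate acceptor beads 10 ug/mL final, 20 min dark; AlphaScreen read.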
POLH inh: qHTS for Inhibitors of Polymerase Eta | DNA polymerase eta (Homo sapiens), Q9Y253 | recombinant Pol eta, fluorescent DNA replication assay | Potency, µM (top dose mostly 114 µM), without a hit: top-dose activity change, negative = inhibition, hits mostly inhibitors | actives 1.2% (n = 390,000) | AID 588591, 2011; note: potency is the fitted concentration of half-maximal effect; % is set by controls: 0 for no effect and ±100 for the full control effect
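Pol eta (10 nM) was preincubated with compounds for 15 min at room temperature, after which fluorescent replication substrate (50 nM final) was added to start the reaction. Fluorescence was read kinetically at 0 and 10 min.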
An asterisk follows results filed as active; i = inactive; ? = inconclusive; nt = no result given; [ ] = remark or other dose. Unless noted, calls come from the whole dose curve; as a rule, active = well fitted curve in the direction sought with a large enough effect; inconclusive = small, poorly fitted or top-dose-only effect, or another doubt; inactive = no such curve, though single readings can be large; an effect the other way counts as inactive or inconclusive. These rows are one share of the data; rates above refer to the full screens.

structure,HP1b binding inh,PGK inhibitor,PI4K2A inh,G9a inh,GLS inhibitor,Pin1 inhibitor,JMJD2A Tudor,BAZ2B inh,POLH inh
O=C(Nc1c(C(=O)Nc2ccc(F)cc2)oc2ccccc12)c1ccccc1F,58.0%[activator],-1.1%,-0.2,17.0%[59 µM],4.5%,2.8%,6.3%,1.5%,-18.7%
C/C(CC(=O)Nc1ccc(C)c(Cl)c1)=N\NC(=O)Cc1cccs1,34.0%,-9.2%,0.5,-2.2%[12.7 µM],-1.9%,-2.3%,-11.3%,-9.6%,-20.5%
O=C1CCCC2=C1C(c1cccc(O)c1)C1=C(N2)c2ccccc2C1=O (centres undefined),4.3%,-1.7%,0.7,31.6µM*,6.8%,4.0%,-11.0%,-25.9%,-10.9%
O=C(CC1(O)C(=O)Nc2ccccc21)c1ccccc1O (centres undefined),18.1%,3.4%,-8.9,8.1%[59 µM],4.3%,-0.5%,-15.6%,-5.9%,-20.9%
CC(C)C[C@H](NC(=O)c1[nH]cnc1C(=O)N[C@@H](Cc1ccccc1)C(=O)OC(C)(C)C)C(=O)OC(C)(C)C,49.2%,-7.9%,5.7,1.2%[59 µM],-0.6%,?,-19.4%,0.1%,-25.6%
CC1(C)CC(=O)C=C(Nc2cccc(F)c2)C1,13.2%,i,6.0,-8.9%,0.4%,-1.1%,?,-11.4%,-4.9%
O=C(NCc1ccc(Cl)cc1)c1cccnc1,-1.5%,-2.4%,0.2,21.1%,33.9%[activator],-0.5%,-4.6%[11.4 µM],19.3%,-6.7%
O=C(COc1ccccc1F)N1CCN(S(=O)(=O)/C=C/c2ccccc2)CC1,27.8%,2.9%,-1.4,44.7µM*,3.4%,-3.3%,-11.6%,5.8%,-2.0%
O=C(CCC(=O)N(c1cccc(F)c1)C(C(=O)NC1CCCC1)c1ccncc1)Nc1cccnc1 (centres undefined),46.1%[activator],-2.4%,-0.9,15.4%[59 µM],-0.2%,-3.1%,-5.8%,8.4%,-6.2%
Cc1cc(C)cc(OCC(=O)Nc2nc(-c3ccccn3)cs2)c1,-36.3%,i,-0.4,22.4µM*,-6.4%,?,-22.6%,-6.4%,-15.9%
CCOC(=O)N1CCN(c2c(N3CCC(N4CCCCC4)CC3)c(=O)c2=O)CC1,79.6%[activator],-5.1%,-8.5,8.9%,-4.1%,-0.3%,-0.7%,?,-6.3%
Cc1ccc(NCC(=O)Nc2cccc(S(=O)(=O)N(C)C)c2)cc1S(=O)(=O)N1CCCCCC1,-12.3%,-3.6%,3.7,?,8.0%,3.0%,-33.1%,-7.4%,?
Cc1ccccc1-n1nc2c(c1NC(=O)COc1ccc(Cl)cc1)CS(=O)C2 (centres undefined),44.6%[activator],2.0%,3.3,?,-0.2%,14.1%,-9.9%,-2.8%,-20.7%
Cc1onc(-c2ccccc2)c1C(=O)N1CCN(Cc2ccc3c(c2)OCO3)CC1,32.1%,nt,-3.3,0.0%,-0.1%,0.0%,-20.9%,-26.7%,-12.6%
CCc1nnc(NC(=O)CCC(=O)N2CCN(Cc3cc(F)ccc3OC)CC2)s1,10.5%,5.2%,1.6,-29.4%,0.5%,-2.2%,1.2%,3.1%,-7.7%
CCN(CC)CCCNC(=O)c1cn(CC)c2ccc(S(=O)(=O)N3CCC(C)CC3)cc2c1=O,35.5%,-1.0%,-2.6,18.5%[59 µM],3.4%,-0.3%,0.7%,nt,-18.9%
O=C(O)c1cc([N+](=O)[O-])ccc1N1CCC(Cc2ccccc2)CC1,15.8%,-1.2%,2.2,?,-8.3%,8.4%,-11.2%,-5.5%,-4.7%
COc1ccc(C)cc1NC(=O)COC(=O)c1ccc2c(c1)OCO2,25.3%,-6.3%,-1.1,22.9%[2.33 µM],1.4%,0.6%,-4.1%,6.5%,-8.6%
CCN(CC)CCCNC(=O)c1cc(Cl)c(NC(=O)C2=C(C)OCCS2)cc1OC,24.0%,0.5%,5.6,-21.6%,-9.6%,0.2%,-19.7%,-3.8%,-14.0%
Cc1ccc(Cn2c(=O)n(CCc3ccc(Cl)cc3)c(=O)c3ccccc32)cc1,51.0%[activator],0.3%,-2.3,5.5%[59 µM],-2.0%,1.3%,20.1%,3.4%,-0.7%
NC(=O)C1CCN(C(=O)NC(=O)c2ccccc2)CC1,30.7%,-0.1%,-0.5,-25.1%,0.8%,6.0%,-3.8%,-4.0%,-0.3%
O=C(NCCC(=O)N1CCC2(CC1)NCCc1[nH]cnc12)c1ccc(F)c(F)c1,10.1%,-7.3%,-6.5,-6.3%,14.3%,-0.8%,9.3%,-15.9%,7.5%
CC(C)c1cc(C(F)(F)F)n2nc(C(=O)O)cc2n1,24.7%,-6.4%,8.4,-5.2%[59 µM],-18.0%,-5.7%,-18.3%,-37.6%,0.7%
CCc1ccc(NC(=O)CSc2nc3ccccc3nc2N2CCCC2)cc1,162.0%[activator],12.3%,-1.8,102.1%[activator],-1.9%,20.4%,47.2%[activator],41.7%[activator],-25.5%
Cc1ccc(C(=O)CSc2nc(-c3ccccc3)nc3c2CCCC3)cc1C,28.1%,-0.2%,-2.0,-50.5%[59 µM],-4.9%,4.7%,3.5%,4.3%,-11.5%
Cc1cccc2cc(COC(=O)c3cccnc3)c(=O)[nH]c12,21.2%,-2.9%,2.2,?,-1.4%,4.5%,-4.7%,3.3%,-12.7%
CC(C)Sc1nc(N2CCOCC2)c2c(c1C#N)CC(C)(C)N(C)C2,-9.8%,2.5%,-3.8,-14.1%[12.7 µM],?,-10.8%,11.2µM*,-8.4%,-7.8%
CC(C)Oc1ccc(C(=O)NCC(c2ccc(N(C)C)cc2)N2CCCC2)cc1 (centres undefined),-11.3%,1.7%,-0.8,-23.8%[12.7 µM],57.0%[activator],3.8%,?,?,-12.3%
Cn1c(N)c(C(=O)Nc2ccccc2F)sc1=S,?,-9.6%,-1.7,50.1µM*,7.7%,-1.5%,-33.2%,-32.5%,-3.2%
COc1ccc(/C=C/C(=O)c2ccccc2)cc1Cn1nnc2ccccc21,-1.4%,-1.6%,12.3,16.0%[59 µM],1.0%,8.8%,-24.8%,?,-10.8%
COc1ccc(Nc2nc(N)c([N+](=O)[O-])c(N3CCOCC3)n2)cc1,21.9%,-0.2%,0.2,?,4.7%,3.8%,?,?,-8.1%
COc1ccc(Cl)cc1C(=O)Nc1ccc2c(c1)OCCO2,28.9%,-0.6%,-0.9,14.8%[59 µM],-5.8%,-5.2%,8.2%,11.5%,-5.8%
NC(=O)NC(=O)CC1S/C(=N/N=C2/NC(=O)CS2)NC1=O (centres undefined),21.4%,-4.9%,-3.3,5.01µM*,1.1%,1.8%,28.2µM*,20µM*,-3.5%
COC(=O)c1ccc(NC(=O)CN(C2CCCCC2)S(C)(=O)=O)cc1,26.5%,-1.3%,3.6,-5.3%[12.7 µM],0.5%,-2.8%,-6.3%,-1.6%,-14.3%
CC(=O)c1cccc(NC(=O)COC(=O)c2n[nH]c3ccccc23)c1,13.0%,5.5%,-1.5,8.0%,-13.5%,-2.5%,2.2%,2.6%,-18.5%
Cc1ccc(Nc2nc3ccccc3nc2Nc2c(C)n(C)n(-c3ccccc3)c2=O)cc1,35.2%,i,7.7,0.6%,-5.4%,-0.2%,-5.0%,-0.2%,-14.6%
O=C1CCCN1CCCNc1ncnc2c1[nH]c1ccc(Cl)cc12,24.6%,i,12.0,-44.2%[59 µM],2.6%,4.0%,-1.3%,13.0%,?
c1cc2c(cc1CN1CCN(C3CCCCCC3)CC1)OCO2,?,-3.7%,2.0,10µM*,6.2%,-1.6%,17.8µM*,17.8µM*,-15.9%
NC(=O)C1CC(=O)N(c2ccc(OCc3c(F)cccc3Cl)cc2)C1 (centres undefined),43.8%[activator],8.6%,2.4,0.6%,1.3%,-0.9%,-5.8%,-14.5%,8.0%
COc1ccccc1OCc1ccc(C(=O)NCC2CCCO2)cc1 (centres undefined),58.2%[activator],-4.0%,0.3,29.5%[59 µM],0.3%,-1.0%,5.7%,7.1%,-20.3%
COCCn1cnnc1SCC(=O)Nc1ccccc1C(=O)Nc1ccc2c(c1)OCO2,25.9%,-1.3%,-1.7,?,0.7%,-0.7%,-8.3%,-28.4%,-12.2%
CC1CCC2(CC1)N=C(N)Nc1nc3ccccc3n12 (centres undefined),17.1%,-0.6%,2.4,24.7%,5.1%,4.7%,-35.1%,0.1%,1.5%
CCOc1ccc(Nc2nc(Cc3nnc(SCC(=O)NC4CCCCC4)n3C)cs2)cc1,-0.7%,-3.4%[11.5 µM],-2.6,-7.9%[12.7 µM],14.8%,3.4%,56.2µM*,50.1µM*,-8.7%
